# Assay outcomes deposited in PubChem by The Scripps Research Institute Molecular Screening Center.
# MBD2 inh: blocks human MBD2 binding to methylated DNA; AID 686964; Q9UBB5; 370,000 tested, 0.31% active; inhibition, % at 4.4 µM; TR-FRET, MBD2 binding to methylated oligonucleotide; in the data active = inhibition above about 13%
# SIAE primary: human SIAE inhibition, primary screen; 370,000 tested, 0.69% active; SIAE FP-Rh probe binding, fluorescence polarization; inhibition, % at 9.66 µM; Q9HAT2;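 active = inhibition above a cutoff: mean of compounds within the control limits plus 3 SD of those, cut at about 17% in these data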;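 note: 0% = plate median of compound wells and 100% = probe without SIAE protein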
# Target sequence (Q9HAT2 whole entry, looked up): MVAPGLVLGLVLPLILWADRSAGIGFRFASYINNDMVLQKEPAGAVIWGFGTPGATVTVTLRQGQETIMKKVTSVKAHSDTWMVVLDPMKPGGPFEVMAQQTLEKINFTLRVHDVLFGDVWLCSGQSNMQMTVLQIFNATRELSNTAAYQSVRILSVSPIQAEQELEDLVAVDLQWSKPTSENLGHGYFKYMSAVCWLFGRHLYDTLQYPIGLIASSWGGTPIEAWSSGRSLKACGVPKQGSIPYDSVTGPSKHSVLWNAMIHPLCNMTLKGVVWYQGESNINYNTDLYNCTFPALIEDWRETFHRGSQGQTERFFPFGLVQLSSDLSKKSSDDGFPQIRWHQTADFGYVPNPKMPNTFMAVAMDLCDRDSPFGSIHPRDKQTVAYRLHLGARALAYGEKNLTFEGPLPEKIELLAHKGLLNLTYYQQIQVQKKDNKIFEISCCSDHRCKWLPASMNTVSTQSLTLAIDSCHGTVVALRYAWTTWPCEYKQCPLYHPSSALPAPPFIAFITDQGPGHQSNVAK
# Tn6 DDE FP: inhibitors of Tn6 peptide binding to human fibrin DD(E); P02675; Fibrin DD(E) TRITC-Tn6 fluorescence polarization displacement; inhibition, % at 8.3 µM; 370,000 tested, 0.21% active; AID 720509;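 active = inhibition above a per-campaign cutoff: mean of compounds within control limits plus 3 SD, cut at about 15% in these data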;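 note: 0% = median of all compound wells on the plate and 100% = blocking peptide control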
# PRMT1 inh: PRMT1 (human) inhibition, primary screen | Q99873 | recombinant PRMT1, activity-based probe fluorescence polarization | inhibition, % at 2.79 µM | 370,000 tested, 1.3% active | AID 652257;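 active = inhibition above about 21% made by adding two undisclosed values, limit read from the data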
# Target sequence (Q99873 whole entry, looked up): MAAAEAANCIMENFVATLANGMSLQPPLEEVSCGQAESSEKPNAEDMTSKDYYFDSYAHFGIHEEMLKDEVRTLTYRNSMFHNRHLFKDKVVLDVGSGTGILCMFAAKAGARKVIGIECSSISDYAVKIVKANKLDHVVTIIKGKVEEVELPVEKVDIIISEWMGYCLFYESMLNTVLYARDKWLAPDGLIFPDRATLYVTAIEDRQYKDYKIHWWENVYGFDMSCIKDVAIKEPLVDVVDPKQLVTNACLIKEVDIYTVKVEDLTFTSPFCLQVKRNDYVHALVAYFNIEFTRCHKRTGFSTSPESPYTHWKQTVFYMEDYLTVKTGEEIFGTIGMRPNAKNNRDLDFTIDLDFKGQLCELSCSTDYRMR
# TCR-CD3 inh: human TCR-CD3 binding inhibition | inhibition, % at 9.4 µM | TAMRA-labeled TCR probe fluorescence, biochemical | 360,000 tested, 0.37% active; in the data active = inhibition above about 19%;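 note: recombinant mutant TCR 2C K166C tagged with TAMRA read by polarization; 0% = receptor in buffer alone and 100% = receptor with positive control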
# proKLK7 act: activates the human kallikrein-7 zymogen | purified proKLK7, EDANS-DABCYL substrate fluorescence; 100% is mature enzyme control, 0% vehicle | P49862 | activation, % at 7 µM | 370,000 tested, 0.9% active;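 active = activation above the mean of all tested compounds plus 3 SD, computed per campaign excluding outliers beyond control limits, cut at about 13% in these data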
# LEDGF integ inh: blocks HIV-1 LEDGF/p75-dependent DNA integration; TR-FRET IN-LEDGF/p75 DNA integration, Eu/Cy5; inhibition, % at 3.7 µM; 370,000 tested, 0.64% active;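 active = inhibition above the screen-wide mean plus 3 SD, cut at about 13% in these data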;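 note: signal is the Cy5 over europium emission ratio at 671 and 618 nm; 0% = plate median of compound wells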
# DDE Tn7 FP inh: inhibitors of Tn7 peptide binding to human fibrin DD(E); P02675; FP displacement of FITC-Tn7 peptide from fibrin DD(E); 0% = median of compound wells per plate; inhibition, % at 8.3 µM; 370,000 tested, 0.13% active; AID 720508;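 active = inhibition above the mean of compounds falling within the control limits plus 3 SD of them, cut at about 14% in these data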;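 note: 0% = plate median of compound wells and 100% = 10 µM Aha-Tn7 peptide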
#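 Test system: human clot-derived fibrin DD(E) complex / Quantity: 2 µM final DD(E) protein / Incubation: 10 min plus 3 h, room temperature / Measured by: fluorescence polarization / Benchmarks: high control of 10 µM Aha-Tn7 peptide / Replicates: singlicate testing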
# UHRF1 binding: blocks human UHRF1 binding to methylated DNA. Q96T88. UHRF1 binding to methylated oligo, TR-FRET. inhibition, % at 4.4 µM. 370,000 tested, 0.75% active. AID 687016; in the data active = inhibition above about 21%;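 note: UHRF1 SRA domain binding a hemimethylated CpG hairpin DNA probe; 0% = median of test compound wells and 100% = reference inhibitor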
# TDP2 absorb: blocks human TDP2 phosphodiesterase activity; 370,000 tested, 0.34% active; recombinant TDP2, T5PNP hydrolysis, p-nitrophenol absorbance 415 nm; inhibition, % at 12.8 µM; O95551;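 active = inhibition above the mean of all tested compounds plus 3 SD, set per campaign, cut at about 25% in these data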;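 note: 0% = DMSO with enzyme and 100% = buffer with substrate but no TDP2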
#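 Assay system: Recombinant human TDP2 | Quantity: 120 nM TDP2 per well | Incubation: 2 h at 37 °C | Signal: Epi absorbance | Evaluation: Percent inhibition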
# The depositor's hits bear a star.
structure	MBD2 inh	SIAE primary	Tn6 DDE FP	PRMT1 inh	TCR-CD3 inh	proKLK7 act	LEDGF integ inh	DDE Tn7 FP inh	UHRF1 binding	TDP2 absorb
Cc1ccc(S(=O)(=O)N2CCCC2CNC(=O)C(=O)NCc2ccc3c(c2)OCO3)cc1 (configuration not stated)	1	0	3	-6	-3	0.4	3	3	-1	-4
O=C(CC1C(=O)NCCN1C(=O)Nc1ccccc1)Nc1cccc(Cl)c1 (configuration not stated)	5	-2	1	3	2	-0.3	-2	3	33*	-8
Cc1[nH][nH]c(=O)c1C(c1ccc(-c2ccc(Cl)c(C(=O)O)c2)o1)c1c(C)[nH][nH]c1=O	0	6	-1	13	1	-0.2	8	-8	16	51*
C#Cc1ccc(CN2CCN(Cc3ccsc3)C(CCO)C2)cc1 (configuration not stated)	1	0	-12	-1	1	0.5	8	-6	2	-10
CCOc1ccc(NC2OC(C)C(O)C(O)C2O)c([N+](=O)[O-])c1 (configuration not stated)	-12	10	5	-4	-1	-0.5	6	-1	-13	-1
O=C(N/N=C/c1ccc(N2CCOCC2)cc1)c1ccccc1NS(=O)(=O)c1cccs1	5	3	5	2	10	4.6	-5	4	9	-9
COc1ccc2cc(C(=O)NCc3ccccc3)[nH]c2c1	-6	-1	2	-7	-2	-1.4	4	-2	-3	0
CN(C)c1ccc(/C=C(\NC(=O)c2ccccc2)C(=O)N/N=C/c2ccc(C(=O)O)cc2)cc1	-6	0	-2	-1	-7	0.1	-1	1	-9	2
O=C(NS(=O)(=O)Nc1ccc(Br)cn1)c1c[nH]c2ccccc12	-7	8	-3	2	-6	-0.1	-4	0	-3	0
O=S(=O)(Nc1nc2ccccc2nc1NCC1CCCO1)c1cccs1 (configuration not stated)	3	6	1	1	9	1.1	-1	-1	-2	8
CCc1noc(C)c1C(=O)N1CCN(c2ccc([N+](=O)[O-])cc2)CC1	1	-2	-1	4	-7	-0.4	1	7	1	-22
O=C(NCc1ccco1)c1cc2cc(Br)ccc2o1	4	-3	12	31*	8	0.1	3	-2	2	-10
CCc1nc(C)cn1S(=O)(=O)c1cc(Br)c(C)cc1OC	-4	-1	-2	-1	5	0.1	-2	5	1	1
CCOc1ccc(C2=CSC3=NCCN23)cc1[N+](=O)[O-]	-1	-3	-5	5	4	-0.1	3	3	-2	10
O=C(CSc1ccc2nnc(-c3ccc(F)cc3)n2n1)N1CCCc2ccccc21	-5	-2	9	-3	4	0.3	-2	3	-3	-12
O=C(Nc1nc(-c2ccccc2)c(-c2ccccc2)o1)c1ccc(F)cc1	0	-9	0	-2	-6	-2.0	26*	-1	1	-2
COc1ccc(OC)c(CNS(=O)(=O)c2cn(C)cn2)c1	-1	-3	6	-4	1	-0.6	0	3	1	-9
Cc1cc(C)n2nc(C(=O)Nc3ccc(S(=O)(=O)N4CCCC4)cc3)nc2n1	5	-3	6	1	4	0.0	1	4	-1	3
CCOC(=O)Cn1cnc2c(nnn2-c2ccc(F)cc2)c1=O	-6	0	-6	-1	-5	0.9	4	-3	0	0
Cc1ccc(C)c(OCc2cc(C(=O)N3CCN(c4ccccc4C)CC3C)no2)c1 (configuration not stated)	-4	-1	1	2	6	-0.6	-1	5	0	10
C=CCn1c(SCC(=O)Nc2cc(C)on2)nnc1-c1ccccc1F	4	-2	-6	-2	1	-0.1	2	-9	-3	-12
CCOC(=O)C1=CCC(c2cccn2C(=O)OC(C)(C)C)N(S(=O)(=O)c2ccc(C)cc2)C1 (configuration not stated)	-3	-3	-7	10	-3	0.0	-1	0	-3	-3
CCOC(=O)N1CCC(N2C(=O)c3ccccc3C2Nc2cc(C)cc(C)c2)CC1 (configuration not stated)	-1	0	0	-3	8	0.2	2	-3	-1	-21
O=C(CCCc1ccccc1)Nc1ccnn1C1CCN(Cc2ccc(Cl)cc2)CC1	3	-4	-2	-2	1	0.2	0	0	2	-13
CCOC(=O)C1C(=O)NC(c2ccccc2)=NC1c1ccc(F)cc1 (configuration not stated)	1	1	-9	0	-4	-0.1	-3	3	2	-3
O=C(c1nc2ccc(Cl)cn2c1CNCCn1ccnc1)N1CCCCCCC1	2	-2	-7	-1	-4	0.3	0	0	-4	6
O=[N+]([O-])c1cccnc1Sc1ccc(Cl)cc1	-4	10	7	-2	0	0.3	0	2	2	7
O=C(C1=C[C@@H](c2ccc3c(c2)OCO3)C[C@@H](OCCCCO)O1)N1CCOCC1	0	-1	1	-1	6	0.3	5	-7	6	-2
CCN(c1ccccc1)S(=O)(=O)c1ccc(C(=O)NCCCN2CCOCC2)cc1	-1	-4	-10	-5	-6	0.5	1	-5	1	-2
COc1ccccc1/C=C/C(=O)N1CCOCC1	2	-4	2	0	2	-0.2	0	-6	0	-1
COc1ccc(-c2ccc(C(=S)N3CCN(C(C)=O)CC3)o2)cc1	-6	2	3	22*	8	0.5	1	0	-2	9
Cc1cc(OCC(=O)N(C(C)C)C(C)C)cc(C)c1Br	-6	0	-3	0	-10	0.2	0	-1	2	-19
CS(=O)(=O)N1Cc2ccccc2CC1C(=O)OCC(=O)NCCc1ccc(S(N)(=O)=O)cc1 (configuration not stated)	-1	2	-7	-5	-1	0.0	2	-6	2	0
C#CCNC(=O)c1ccc(OCc2ccccc2)cc1Cl	-1	-2	1	5	2	0.1	-7	2	6	-9
Cc1cc(C)n2nc(C(=O)N(C)C(c3ccccc3)c3ccccc3)nc2n1	1	-6	4	-1	11	0.3	-2	2	1	5
COc1ccc(-c2csc(N(CC3CCCO3)C(=O)c3ccc(C)cc3)n2)cc1 (configuration not stated)	-4	-7	3	-2	-3	0.4	1	-1	4	-22
CCOC(=O)[C@@H]1[C@H]2COc3cc(OC)ccc3[C@H]2N2C(=O)N(c3ccc(C)cc3)C(=O)[C@@]12C	4	0	-14	2	-9	1.1	-1	6	-1	-2
CCCn1c(SCC(=O)NC23CC4CC(CC(C4)C2)C3)n[nH]c1=O	1	1	3	-1	-5	-0.8	3	6	3	7
COc1ccc(S(=O)(=O)Nc2ccccc2C(F)(F)F)cc1	-2	-7	-3	2	-1	0.5	1	-2	0	5
c1ccc(C2Nc3ccccc3C3OCCCC23)cc1 (configuration not stated)	-5	14	-1	0	-6	0.2	-6	7	-2	-1
COc1ccc(-c2ccc(C#N)c(OC(=O)c3c(Cl)cccc3Cl)n2)cc1	0	-7	-5	-1	-2	-0.1	1	2	1	-3
COCCn1c(SCC(=O)/C=C2\N(C)c3ccccc3C2(C)C)nnc1-c1ccncc1	3	-10	-2	3	-10	0.2	-5	-2	8	-4
CCN(CC)CCOc1nnc(-c2ccc(OC)cc2)c2ccccc12	5	-4	-2	-4	4	-0.1	-3	5	-10	10
Cc1cc(Br)cn2c(Cc3ccccc3)c(-c3ccccc3)nc12	3	-10	-4	2	1	0.2	1	1	14	-15
COc1ccc([C@H]2C[C@@H](O)[C@H](n3cc(-c4ccc(F)cc4)nn3)CN2CC2CCCCC2)cc1	0	-2	-5	-10	2	0.6	1	-8	1	-7
Cc1nn(Cc2c(F)c(F)c(F)c(F)c2F)c(C)c1NC(=O)c1ccc(COc2ccccc2Cl)cc1	0	-3	-5	0	3	0.4	3	-6	8	-4
CC1CCCCN1C(=S)Nc1ccc(OC(F)F)cc1 (configuration not stated)	0	-4	-3	5	-3	-0.1	1	-1	0	6
CCOC(=O)c1n[nH]c(=O)c2ccccc12	3	-6	0	1	-6	-0.7	-3	10	2	6
COc1cc(/C=N/NC(=O)c2cc(-c3ccccc3)nc3ccccc23)cc(OC)c1O	6	4	2	3	-1	0.2	-3	3	0	0
O=C(Nc1ccc(F)cc1)Nc1nnc(-c2ccccc2)o1	4	0	3	-3	0	0.3	-2	-5	0	2
COC(=O)c1cc(F)c(-n2cncn2)c(F)c1	1	-3	7	2	10	0.3	1	0	0	2
COCCNC(=O)c1cc(-c2ccccc2C)n(CC2CC(c3cccc([N+](=O)[O-])c3)=NO2)n1 (configuration not stated)	-6	5	-2	1	0	0.0	0	-6	2	6
CN(CC(=O)Nc1cccc(F)c1)CC(=O)Nc1cccc([N+](=O)[O-])c1	-2	21*	3	-3	4	-0.1	0	1	-1	-2
COc1ccc2ccc(O)c(CN(C)CC(=O)Nc3ccccc3C(F)(F)F)c2c1	-5	5	4	15	1	0.0	1	-1	-1	-4
COc1cccc(C2NC(=O)CCC2[N+](=O)[O-])c1OC (configuration not stated)	-5	1	-2	-5	1	-0.6	5	4	-1	-2
Cc1ccc(Oc2cnc3ccccc3n2)cc1	-1	4	-4	0	9	-0.5	0	3	-2	-8
COC(=O)c1cc2c(c3c4cc(OC)ccc4n(C(=O)c4ccccc4)c13)C(=O)N(Cc1ccco1)C2	-6	-9	-2	9	12	0.0	3	5	-3	-4
Cc1c(C(=O)O)sc2[nH]c(=O)n(Cc3ccccc3)c(=O)c12	-3	-2	1	0	-4	0.1	0	-8	1	-17
CN(C)CCOc1ccc2ccccc2c1	-4	1	3	1	2	0.3	0	-6	3	2
COc1cc(NC(=O)Nn2cnnc2)cc(OC)c1OC	4	1	2	0	0	-0.5	-7	4	-1	-13

# Compound profiles, as listed above. Order of values: MBD2 inh | SIAE primary | Tn6 DDE FP | PRMT1 inh | TCR-CD3 inh | proKLK7 act | LEDGF integ inh | DDE Tn7 FP inh | UHRF1 binding | TDP2 absorb
# Results for `CN(C)CCOc1ccc2ccccc2c1` : -4 | 1 | 3 | 1 | 2 | 0.3 | 0 | -6 | 3 | 2
# Results for `COc1ccc2ccc(O)c(CN(C)CC(=O)Nc3ccccc3C(F)(F)F)c2c1` : -5 | 5 | 4 | 15 | 1 | 0.0 | 1 | -1 | -1 | -4

# Additional entries follow.
structure	MBD2 inh	SIAE primary	Tn6 DDE FP	PRMT1 inh	TCR-CD3 inh	proKLK7 act	LEDGF integ inh	DDE Tn7 FP inh	UHRF1 binding	TDP2 absorb
CC(=O)N[C@@H]1c2c(ccc3ccccc23)OC[C@@H]1COC(C)=O	0	-1	5	2	-6	0.0	-4	2	3	-5
CN1C(=O)CC(C(=O)O)SC1=Nc1cccc(C(F)(F)F)c1 (configuration not stated)	-6	8	7	0	6	-0.1	0	6	-1	10
O=C(CCN1CCN(Cc2ccccc2)CC1)NNC(=O)Nc1cccc([N+](=O)[O-])c1	-1	-3	1	-3	-5	-0.4	-3	5	-1	-1
COc1ccccc1/C=C/C=C1\Oc2c(ccc(O)c2CN2CCN(CCO)CC2)C1=O	-12	2	-4	11	0	6.8	2	-22	-16	-6
CN(CC(=O)Nc1ccc(Cl)c(Cl)c1)C(=O)c1ccccc1SCC(=O)N1CCCC1	5	2	4	3	1	0.6	-4	-2	1	-2
CC(C)Cc1nc(C#N)c(N2CCC(C(N)=O)CC2)o1	-2	0	4	0	9	0.7	2	-4	0	2
CC(C)[C@H](NC(=O)OCc1ccccc1)C(=O)OCC(=O)NCc1ccco1	9	-6	-7	21	-9	0.2	9	0	13	-5

# Rows were taken by chance. Share with any hit: about 4.6%.
